m5-HT2A agonist – agonists of mouse serotonin 5-HT2A receptor (HTR2A). P35363. CHO-K1 mHTR2A beta-arrestin complementation, luminescence; percent of 30 µM serotonin response. activation, % at 7.6 µM. actives 0.66% (n = 360,000). AID 624169;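 active means activation above a run cutoff, the mean activation of all tested compounds plus 3 SD, cut at about 14% in these data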;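 further: 0% = plate median of compound wells and 100% = 30 µM serotonin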
Target sequence (P35363 whole entry, looked up): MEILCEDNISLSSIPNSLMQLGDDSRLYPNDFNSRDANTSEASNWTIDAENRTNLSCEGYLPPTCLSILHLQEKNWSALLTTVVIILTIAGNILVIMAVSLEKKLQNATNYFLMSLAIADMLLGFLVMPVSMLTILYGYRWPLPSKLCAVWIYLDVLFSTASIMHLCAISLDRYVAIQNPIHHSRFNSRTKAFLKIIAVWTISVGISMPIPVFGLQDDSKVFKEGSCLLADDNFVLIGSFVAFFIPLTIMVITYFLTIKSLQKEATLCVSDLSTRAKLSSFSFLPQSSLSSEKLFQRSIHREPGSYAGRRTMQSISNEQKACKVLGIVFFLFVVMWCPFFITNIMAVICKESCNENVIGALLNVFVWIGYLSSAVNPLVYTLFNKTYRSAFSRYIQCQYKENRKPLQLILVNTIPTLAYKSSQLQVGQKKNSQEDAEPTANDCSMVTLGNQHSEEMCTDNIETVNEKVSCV
MITF TRPM1 inh – inhibitors of MITF-driven TRPM1 promoter in melanoma cells; SK-MEL-5 TRPM1 promoter luciferase, 24 h; inhibition, % at 12.5 µM; actives 0.83% (n = 330,000); AID 488899;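 active means mean inhibition across replicates of 60% or more, whatever share of single replicates reaches that level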; further: values of inactives mirror those of a sister screen read the other way
NR2E3 ag-1 – NR2E3 (human) agonism | Q9Y5X4 | GST-NR2E3/biotin-RetCOR TR-FRET, 1536-well | inhibition of corepressor binding, % at 4.78 µM | actives 0.12% (n = 320,000) | AID 2300;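 active means percent inhibition above the cutoff of mean plus 3 SD of all tested compounds, set per screening campaign, cut at about 20% in these data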;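 further: 0% = DMSO wells and 100% = biotin wells as full block of FRET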
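System: GST-tagged NR2E3 plus biotinylated RetCOR corepressor; Amount: 1.35 nM GST-tagged NR2E3 final; Dosing: single nominal compound dose of 4.8 µM; Schedule: 5 h incubation at 4 °C; Technique: TR-FRET with europium anti-GST and streptavidin-D2, 340 nm excitation; Controls: biotin wells as high control, 0.6% DMSO wells as low control.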
Peg3 promoter – inhibitors of Peg3 promoter. HeLa PEG-Prom luciferase reporter, luminescence, overnight. inhibition, % at 20 µM. actives 1.7% (n = 360,000). AID 588405;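 active means inhibition of at least 50% at 20 µM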
HIF-2a block – HIF-2a inhibition | actives 0.72% (n = 360,000) | 786-0 RCC cells HIF-2a reporter, luciferase luminescence, overnight | inhibition, % at 18.8 µM;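 active means inhibition of the luminescence signal of 40% or more relative to plate controls, in a single-dose primary screen at 18.75 µM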
NR2E3 ag-2 – activates human NR2E3 receptor; AID 602229; CHO-S Gal4-NCOR/VP16-NR2E3 two-hybrid, luciferase; inhibition of corepressor binding, % at 3.98 µM; Q9Y5X4; actives 0.35% (n = 360,000);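 active means inhibition above the mean of all tested compounds plus 3 SD, cut at about 70% in these data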;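 further: 0% = DMSO with NR2E3 transfected cells and 100% = cells lacking NR2E3 construct; higher means lower luciferase signal from less NR2E3 corepressor binding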
Cardio protect – modulators protecting cardiomyocytes from myocardial damage | actives 0.63% (n = 360,000) | H9c2 cardiomyocytes, H2O2 injury protection, ATPLite, 2 h | AID 588492 | protection from H2O2 cell death, % at 20 µM;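 active means compounds giving at least 50% protection of heart cells from peroxide-induced death in the single-dose screen, raw or plate-pattern-corrected value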;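 further: 0% = DMSO wells with peroxide and 100% = DMSO wells without peroxide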
PDI inh – blocks human protein disulfide isomerase activity; P07237; PDI insulin aggregation turbidity, A650, 90 min; inhibition, % at 10 µM; actives 0.052% (n = 350,000); AID 588391;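 active means mean inhibition across replicates of 30% or more, whatever share of single replicates reach that level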;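 further: absorbance from insulin aggregation driven by PDI reduction with DTT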
Target sequence (P07237 whole entry, looked up): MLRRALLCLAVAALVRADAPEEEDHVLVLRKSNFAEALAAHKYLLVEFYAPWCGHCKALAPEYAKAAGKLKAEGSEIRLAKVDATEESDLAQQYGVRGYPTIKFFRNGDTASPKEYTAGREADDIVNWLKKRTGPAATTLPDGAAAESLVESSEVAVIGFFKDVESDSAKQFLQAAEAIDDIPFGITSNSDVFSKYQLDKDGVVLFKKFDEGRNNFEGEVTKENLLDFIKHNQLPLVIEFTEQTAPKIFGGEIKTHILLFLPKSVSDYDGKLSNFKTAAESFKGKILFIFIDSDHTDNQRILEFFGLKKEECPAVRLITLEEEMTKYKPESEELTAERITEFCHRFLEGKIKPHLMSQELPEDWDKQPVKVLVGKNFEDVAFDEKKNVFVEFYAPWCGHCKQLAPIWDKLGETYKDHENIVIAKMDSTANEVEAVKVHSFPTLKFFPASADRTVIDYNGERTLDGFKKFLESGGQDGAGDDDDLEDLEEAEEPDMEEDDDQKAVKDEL
iPSC survival up – increases survival of single human iPS cells; hiPSC single-cell survival, ATPlite luminescence; 100% = ROCK inhibitor wells, 0% = DMSO; survival enhancement, % at 20 µM; actives 0.044% (n = 360,000); in the data active means survival enhancement above about 18%;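 further: cells exposed to compounds for 16 hours before the ATP read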
CaV13 FRET inh – Primary screen for inhibitors of IQ motif and Ca2+-dependent inactivation inhibitor domain binding in CACNA1D, Förster resonance energy transfer in living cells, …; actives 0.098% (n = 340,000); inhibition, % at 12.3 µM; HEK cells, CFP/YFP FRET ICDI-IQ, plate reader, 10 min; percent FRET-ratio fall versus neutral wells;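 active means mean replicate inhibition of at least 30% and at least 1% of replicates passing that level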;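 further: 0% = median of the neutral control wells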
Shn3 3UTR inh – reduces Shn3 3'UTR luciferase signal in osteoblasts; Clone20 osteoblast Shn3 3'UTR firefly luciferase, 24 h; inhibition, % at 12.5 µM; actives 0.52% (n = 360,000);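 active means mean inhibition of at least 75% with every replicate also reaching 75%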;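 further: 0% = median of neutral control wells and 100% = pilot-screen positive control compound; some compounds past the cut are filed as inactive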
Numbers without * were called inactive. Hits appear at their usual frequency; overall some 3.9% were active at least once.

For O=C(Nc1ncccc1O)c1ccc(Cl)c(S(=O)(=O)N2CCCCC2)c1 the results were m5-HT2A agonist 4, MITF TRPM1 inh 5, NR2E3 ag-1 -4, Peg3 promoter -8, HIF-2a block 1, NR2E3 ag-2 -28, Cardio protect 1, PDI inh 8, iPSC survival up -0.5, CaV13 FRET inh -6 and Shn3 3UTR inh -15.
`Clc1ccccc1Cn1nnc2c(NCC3CC3)ncnc21` gave m5-HT2A agonist 6, MITF TRPM1 inh 8, NR2E3 ag-1 -4, Peg3 promoter -16, HIF-2a block -24, NR2E3 ag-2 -15, Cardio protect -5, PDI inh 5, iPSC survival up 7.0, CaV13 FRET inh -5 and Shn3 3UTR inh -13.
Screening S=C(NCCCc1ccccc1)NC1CCCCC1 returned m5-HT2A agonist -6, MITF TRPM1 inh -12, NR2E3 ag-1 -1, Peg3 promoter -86, HIF-2a block -146, NR2E3 ag-2 -22, Cardio protect -1, PDI inh -2, iPSC survival up -0.1 and Shn3 3UTR inh -26.
Screening COc1cc(OC)c(OC)cc1CNC(=O)CCN1C(=O)c2cccc([N+](=O)[O-])c2C1=O returned m5-HT2A agonist 8, MITF TRPM1 inh 4, NR2E3 ag-1 -1, Peg3 promoter -8, HIF-2a block 12, NR2E3 ag-2 -12, Cardio protect 6, PDI inh -6, iPSC survival up 0.0, CaV13 FRET inh -3 and Shn3 3UTR inh 7.
For Cn1c(SCc2cccc(Br)c2)nc2ccccc2c1=O the results were m5-HT2A agonist 4, MITF TRPM1 inh 2, NR2E3 ag-1 3, Peg3 promoter 16, HIF-2a block 0, NR2E3 ag-2 -3, Cardio protect -11, PDI inh -5, iPSC survival up 0.0, CaV13 FRET inh -2 and Shn3 3UTR inh 81.
O=C(/C=C/[C@H]1O[C@@H](n2cnc3c(NC(=O)c4ccccc4)ncnc32)[C@H](O)[C@@H]1O)NCC1CCCCC1 was read as m5-HT2A agonist 0, Peg3 promoter -33, HIF-2a block 7, NR2E3 ag-2 -15, Cardio protect -15, iPSC survival up -1.5, CaV13 FRET inh -6 and Shn3 3UTR inh -18.
C=CCOc1cccn2c(N(C=O)Cc3ccccc3)c(CC)nc12 was read as m5-HT2A agonist -4, Peg3 promoter 0, HIF-2a block 4, NR2E3 ag-2 -3, Cardio protect -12, PDI inh -7, iPSC survival up -0.4, CaV13 FRET inh -6 and Shn3 3UTR inh 12.
For COc1ccccc1Nc1nc(-c2sc(NC(=O)c3ccccc3)nc2C)cs1 the results were m5-HT2A agonist 4, MITF TRPM1 inh -1, NR2E3 ag-1 -2, Peg3 promoter -20, HIF-2a block -51, NR2E3 ag-2 -12, Cardio protect -1, PDI inh -1, iPSC survival up 3.0, CaV13 FRET inh -5 and Shn3 3UTR inh -12.
For CC(C)c1ccc(NC(=O)CSc2nc(-c3ccccc3F)nc3nc[nH]c23)cc1 the results were m5-HT2A agonist -5, MITF TRPM1 inh 5, NR2E3 ag-1 -1, Peg3 promoter 60*, HIF-2a block 18, NR2E3 ag-2 -1, Cardio protect -11, PDI inh -13, iPSC survival up 0.7, CaV13 FRET inh -4 and Shn3 3UTR inh 12.
For CC(=O)c1cccc(NC(=O)CCN2C(=O)C3C4CCC(C4)C3C2=O)c1 (centres undefined) the results were m5-HT2A agonist 10, MITF TRPM1 inh 0, NR2E3 ag-1 -2, Peg3 promoter 2, HIF-2a block 0, NR2E3 ag-2 -23, Cardio protect 3, PDI inh -6, iPSC survival up -0.4 and Shn3 3UTR inh -1.
`CCC(=O)Nc1ccc(NC(=O)CSc2nnnn2-c2ccc3c(c2)OCCO3)cc1` gave m5-HT2A agonist 0, MITF TRPM1 inh 5, NR2E3 ag-1 1, Peg3 promoter -13, HIF-2a block 16, NR2E3 ag-2 28, Cardio protect 0, PDI inh -8, iPSC survival up -2.0, CaV13 FRET inh -18 and Shn3 3UTR inh 24.
For CC(C)(C)OC(=O)NCCCC[C@@H](C(=O)NCCCCCCCCCCC(=O)N1CCN(C(=O)OC(C)(C)C)CC1)n1cc(CCO)nn1 the results were m5-HT2A agonist 8, MITF TRPM1 inh 15, NR2E3 ag-1 5, Peg3 promoter 40, HIF-2a block 2, NR2E3 ag-2 8, Cardio protect 8, PDI inh 4, iPSC survival up 4.2, CaV13 FRET inh -10 and Shn3 3UTR inh 63.
`Cc1ccccc1-c1nc(CS(=O)CC(=O)NCc2ccccn2)c(C)o1` (centres undefined) gave m5-HT2A agonist -5, MITF TRPM1 inh -11, NR2E3 ag-1 2, Peg3 promoter -2, HIF-2a block 12, NR2E3 ag-2 12, Cardio protect -1, PDI inh 10, iPSC survival up 0.3, CaV13 FRET inh -2 and Shn3 3UTR inh -20.
CCOC(=O)CSc1nc(C(C)C)nc2sc(C)c(C)c12 was read as m5-HT2A agonist 2, MITF TRPM1 inh -1, NR2E3 ag-1 4, Peg3 promoter -7, HIF-2a block 3, NR2E3 ag-2 -5, Cardio protect -16, PDI inh -3, iPSC survival up 2.4, CaV13 FRET inh 5 and Shn3 3UTR inh -13.
Screening O=C1C(=O)N(C2CCCC2)C(=O)N1Cc1c(F)cccc1Cl returned m5-HT2A agonist -3, MITF TRPM1 inh 4, NR2E3 ag-1 3, Peg3 promoter 1, HIF-2a block 0, NR2E3 ag-2 -3, Cardio protect 0, PDI inh -4, iPSC survival up 8.4, CaV13 FRET inh -4 and Shn3 3UTR inh 28.
For COC(=O)C1=C(N)c2c(F)cccc2C1(C#N)c1ccc(F)cc1 (centres undefined) the results were m5-HT2A agonist -5, MITF TRPM1 inh 0, NR2E3 ag-1 -1, Peg3 promoter 13, HIF-2a block 7, NR2E3 ag-2 0, Cardio protect -1, PDI inh -2, iPSC survival up -3.4 and Shn3 3UTR inh 15.
Cc1ccc(C(=O)NC(=S)NNC(=O)COc2ccccc2C)cc1 was read as m5-HT2A agonist 2, MITF TRPM1 inh 14, NR2E3 ag-1 -1, Peg3 promoter 9, HIF-2a block 0, NR2E3 ag-2 -34, Cardio protect 10, PDI inh -1, iPSC survival up -0.7, CaV13 FRET inh -2 and Shn3 3UTR inh -16.
For CCOc1ccccc1NC(=O)CCn1nc(C)c(S(=O)(=O)N2CCCCC2)c1C the results were m5-HT2A agonist -3, MITF TRPM1 inh 3, NR2E3 ag-1 2, Peg3 promoter 13, HIF-2a block 13, NR2E3 ag-2 -11, Cardio protect -1, PDI inh -5, iPSC survival up -0.1, CaV13 FRET inh -2 and Shn3 3UTR inh -2.
Cc1ccccc1OCc1nnc(SCC(=O)Nc2ccc3c(c2)OCO3)n1C was read as m5-HT2A agonist -6, MITF TRPM1 inh 7, NR2E3 ag-1 3, Peg3 promoter 17, HIF-2a block 8, NR2E3 ag-2 -18, Cardio protect 2, PDI inh 12, iPSC survival up -1.2, CaV13 FRET inh -8 and Shn3 3UTR inh 13.
For NC(=O)Cn1c(=O)n(Cc2ccco2)c(=O)c2c3c(sc21)CCCCC3 the results were m5-HT2A agonist -6, MITF TRPM1 inh 23, NR2E3 ag-1 -4, Peg3 promoter 18, HIF-2a block -12, NR2E3 ag-2 -9, Cardio protect 1, PDI inh 6, iPSC survival up 7.6, CaV13 FRET inh -9 and Shn3 3UTR inh 6.
Screening COc1cc(C2N(c3cc(C)on3)C(=O)C3CCCN32)cc(OC)c1OC (centres undefined) returned m5-HT2A agonist 3, MITF TRPM1 inh 9, NR2E3 ag-1 1, Peg3 promoter 1, HIF-2a block 20, NR2E3 ag-2 3, Cardio protect 6, PDI inh -1, iPSC survival up 1.8, CaV13 FRET inh -4 and Shn3 3UTR inh 8.
Screening CC(=O)N1CCN(C(=O)c2cc(-c3ccc(Cl)s3)nc3ccccc23)CC1 returned m5-HT2A agonist 0, MITF TRPM1 inh -15, NR2E3 ag-1 1, Peg3 promoter -36, HIF-2a block -81, NR2E3 ag-2 20, Cardio protect -1, PDI inh 4, iPSC survival up -0.2, CaV13 FRET inh -7 and Shn3 3UTR inh -11.
For COc1ccc(N2C(=O)CC(N3CCC(O)(c4ccc(Br)cc4)CC3)C2=O)cc1 (centres undefined) the results were m5-HT2A agonist 4, MITF TRPM1 inh -9, NR2E3 ag-1 -3, Peg3 promoter 10, HIF-2a block 20, NR2E3 ag-2 -18, Cardio protect -26, PDI inh -3, iPSC survival up -5.0, CaV13 FRET inh -1 and Shn3 3UTR inh 6.
Screening COc1cc(NC(=O)Cn2cnc(C(=O)Nc3ccc(C)c(C)c3)n2)cc(OC)c1OC returned m5-HT2A agonist 2, MITF TRPM1 inh -2, Peg3 promoter -19, HIF-2a block -23, NR2E3 ag-2 -30, Cardio protect -9, PDI inh -2, iPSC survival up 1.0, CaV13 FRET inh -4 and Shn3 3UTR inh 4.
`Cc1nc(SCC(=O)Nc2ccnc3ccccc23)n[nH]1` gave m5-HT2A agonist -3, MITF TRPM1 inh -4, NR2E3 ag-1 3, Peg3 promoter -9, HIF-2a block 18, NR2E3 ag-2 -2, Cardio protect -7, PDI inh -2, iPSC survival up 0.3, CaV13 FRET inh -4 and Shn3 3UTR inh 16.
For Clc1ccc(C2=Nn3c(nnc3-c3cccnc3)SC2)s1 the results were m5-HT2A agonist 2, MITF TRPM1 inh 4, NR2E3 ag-1 0, Peg3 promoter 7, HIF-2a block 4, NR2E3 ag-2 0, Cardio protect 4, PDI inh -1, iPSC survival up -1.5 and Shn3 3UTR inh -4.
Screening Nc1ccccc1SC(CC(=O)c1ccccc1)c1ccccc1 (centres undefined) returned m5-HT2A agonist 1, Peg3 promoter -91, HIF-2a block -103, NR2E3 ag-2 -82, Cardio protect -3, PDI inh 4, iPSC survival up -2.9 and Shn3 3UTR inh -9.
O=S(=O)(Cc1ccccc1Cl)NCc1ccccc1 was read as m5-HT2A agonist 5, MITF TRPM1 inh -1, NR2E3 ag-1 4, Peg3 promoter 10, HIF-2a block 18, NR2E3 ag-2 -5, Cardio protect 3, PDI inh 5, iPSC survival up 0.3, CaV13 FRET inh -7 and Shn3 3UTR inh 4.
Screening CCCn1nnnc1NCc1ccccc1OCC returned m5-HT2A agonist -7, MITF TRPM1 inh -1, NR2E3 ag-1 -7, Peg3 promoter 18, HIF-2a block 20, NR2E3 ag-2 -10, Cardio protect 2, PDI inh -15, iPSC survival up 0.0, CaV13 FRET inh -2 and Shn3 3UTR inh -20.
`CCOC(Cn1c(SCC(=O)Nc2cc(C)on2)nc2ccccc2c1=O)OCC` gave m5-HT2A agonist 2, MITF TRPM1 inh 3, NR2E3 ag-1 1, Peg3 promoter 11, HIF-2a block 8, NR2E3 ag-2 10, Cardio protect 1, PDI inh -4, iPSC survival up -0.4, CaV13 FRET inh -5 and Shn3 3UTR inh 5.

High-throughput results: PubChem, several laboratories
